WT yeast gro inh: growth inhibition of WT yeast, mitochondrial fusion screen; 190,000 tested, 2.1% active; inhibition, % at 10 µM; AID 1362; mitochondrial fusion phenotypic screen, WT strain; in the data active means inhibition above about 58%; tested in S. cerevisiae
Myeloid diff 2: promotes myeloid progenitor differentiation; ER-HoxA9 myeloid progenitors, lysozyme-GFP differentiation, flow cytometry; calls only at 10 µM; 360,000 tested, 1% active;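 active means normalized GFP-positive differentiation at or above the plate's own cutoff, the solvent-only control mean plus 3 SD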;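 further: cells exposed to compound for four days before flow analysis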
West Nile antiviral: inhibition of WNV-induced cytopathic effect – cell-based, CPE readout (AID 1621) | West Nile virus-infected cells, CPE inhibition; higher % means a stronger effect | CPE inhibition, % at 10 µM; hits with a dose series show IC50 in µM | 290,000 tested, 0.02% active; in the data active means a potency from the dose series; further: strong numbers were not always called active
MT stabilize HCS: microtubule stabilizers in HeLa cells. HeLa tubulin immunostaining HCS, 24 h; share of cells brighter than vehicle mean+2SD. 200,000 tested, 0.83% active. % tubulin-high responders, % at 10 µM;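 active means plate Z-score above 3 for both tubulin-high and condensed-nucleus cell shares, with cell loss under 80%, at 10 µM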;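 further: anti alpha tubulin signal scored within the nucleus-defined area of each cell; some results filed as inactive read as strong as hits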
Insulin prom up: MIN6 insulin promoter up-regulation | MIN6 insulin promoter-GFP reporter, high-content imaging; stronger effect = higher value | z-score at 5 µM | 190,000 tested, 0.3% active | AID 1625;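 active means z-score above 3 at 5 µM with at least 500 cells counted in the well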
Hep lipid drop: hepatic lipid droplet formation modulation; AID 1656; 240,000 tested, 0.4% active; inhibition, % at 6.5 µM; AML12 mouse hepatocytes, oleate lipid droplets, BODIPY imaging;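 active means lipid droplet intensity inhibited by at least 50%, with more than 500 cells counted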
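Test system: AML12 mouse liver cells; schedule: overnight exposure; technique: high-content imaging of BODIPY-stained droplets and DAPI nuclei; read-out: % inhibition of corrected integrated BODIPY droplet signal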
T cell HTS: modulates CD8 T cell binding to vesicles | 330,000 tested, 0.068% active | 2C CD8+ T cell-vesicle binding, flow cytometry; stronger effect = lower value | calls only at 7 µM;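 active means response, share of CD8 T cells binding vesicles, and their 90th percentile fluorescence all below set limits, cut at about 80% in these data, passing the limit was not always enough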
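Also added: QL9-peptide-loaded Drosophila micro-vesicles bearing Ld, ICAM-1 and B7-1; Test system: purified 2C TCR transgenic mouse naive CD8+ T cells; Measured by: cytometric PE anti-B7-1 and Alexa647 anti-CD8 signals after 1% paraformaldehyde fixation; Timing: binding step 1.5 h, 37 °C, antibody labelling 20 min, ice.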
Autophagy HCS: modulators of autophagy; MEF GFP-LC3 puncta imaging; test concentration mostly 10 µM; calls only at 10 µM (by protocol); 190,000 tested, 0.98% active; AID 463193;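 active means percentage of spot-positive cells more than 3 SD above its plate mean, without a fluorescence outlier flag or 80% toxicity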;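 further: spot-positive cell cutoff set from DMSO-treated cells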
bCat nuc transl: beta-catenin nuclear translocation modulation; 190,000 tested, 0.3% active; HeLa beta-catenin nuclear translocation, immunofluorescence imaging; nuclear translocation activity, % at 5 µM; AID 1665;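 active means nuclear translocation activity above 50% at 5 µM, with a well cell count of 50 or more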;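 further: per-cell ratio of nuclear to cytoplasmic median beta-catenin stain intensity; plate controls were DMSO negative control for no effect and GSK-3 inhibitor IX positive control for full effect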
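System: Human HeLa cells, endogenous beta-catenin | Compound dosing: 5 µM primary, 0.02–20 µM confirmation | Timing: 24 h compound exposure at 37°C, 5% CO2 | Measured by: Fluorescence imaging of beta-catenin antibody stain plus DAPI | Read-out basis: % activation of per-cell nuclear versus cytoplasmic median beta-catenin signal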
WT yeast gro inh mutant strain: second read-out of WT yeast gro inh, no call of its own (marks repeat the call); inhibition, %; mitochondrial fusion phenotypic screen, mutant strain inhibition
Insulin prom up cell count: further read-out of Insulin prom up, marked with its call; cell count; measured here: cytotoxicity, nuclei count;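 total cells summed across four imaged fields per well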
Hep lipid drop cells 6.5 µM: further read-out of Hep lipid drop, marked with its call; cell count; measured here: cell count, cytotoxicity flag;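 cells counted across two imaged fields per well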
bCat nuc transl cell count 5 µM: also measured in bCat nuc transl; calls as there; cell count; measured here: cell count, cytotoxicity flag
T cell HTS vesicle-bound %: second read-out of T cell HTS, no call of its own (marks repeat the call); double positive events, %; measured here: CD8+ vesicle-bound cell fraction;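 binding gate set so that unloaded-vesicle control wells show 10% double positive cells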
MT stabilize HCS Hoechst-high %: recorded beside MT stabilize HCS, whose call it bears; % Hoechst-high responders; measured here: nuclear condensation Hoechst responders;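 share of cells brighter than vehicle mean plus two SD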
MT stabilize HCS cytotoxicity %: second read-out of MT stabilize HCS, no call of its own (marks repeat the call); toxicity, %; measured here: cytotoxicity by cell density;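 0% = mean cell density of plate MIN control wells and 100% = no cells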
Autophagy HCS cell loss 18 h: recorded beside Autophagy HCS, whose call it bears; toxicity, %; measured here: cell loss, nuclei count;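 cell loss after 18 h compound exposure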
Myeloid diff 2 GFP+ MAC1+ %: also measured in Myeloid diff 2; calls as there; GFP+ MAC1+ double positive, %; measured here: differentiation confirmed by MAC1 staining
* = called active by the depositor; i = inactive; . = not tested or not shown; + = active, no number. The order is random; 3.9% or so of the library scored in one or more.

SMILES	WT yeast gro inh	WT yeast gro inh mutant strain	Myeloid diff 2	Myeloid diff 2 GFP+ MAC1+ %	West Nile antiviral	MT stabilize HCS	MT stabilize HCS Hoechst-high %	MT stabilize HCS cytotoxicity %	Insulin prom up	Insulin prom up cell count	Hep lipid drop	Hep lipid drop cells 6.5 µM	T cell HTS	T cell HTS vesicle-bound %	Autophagy HCS	Autophagy HCS cell loss 18 h	bCat nuc transl	bCat nuc transl cell count 5 µM
O=C(Nc1ccc2c(c1)OCO2)N1CCN(c2cccc(C(F)(F)F)c2)CC1	29	7	i	0.8	-0.5%	2.5	1.2	5.5	0.38	1223	19	667	i	30	i	5	.	.
CC1CCc2c(sc3ncn(N)c(=N)c23)C1 (stereo unspecified)	.	.	i	0.1	0.2%	.	.	.	0.4	1021	-15	688	i	34	.	.	0.3	1295
N#C/C(C(=O)NCc1ccco1)=C1/SC=C(c2ccccc2)N1c1ccccc1	-25	-18	i	0.3	-0.4%	4.7	2.3	4.0	0.07	1337	8	743	i	28	i	-5	0.2	551
Cc1cccc(C(=O)N/C(=C\c2ccco2)C(=O)N2CCCCCC2)c1	.	.	i	1.1	-0.8%	.	.	.	.	.	0	822	i	29	.	.	.	.
Cc1cnc(NC(=O)c2ccc(Cl)nc2)s1	.	.	i	1.1	-0.3%	.	.	.	.	.	8	834	i	24	.	.	.	.
CC1CCN(c2c(NCc3ccc(C(=O)N4CCc5ccccc54)cc3)c(=O)c2=O)CC1	0	-1	i	1.6	0.0%	6.6	17	59	1.5	888	.	.	i	41	+	50*	.	.
CCc1cc2c(=O)c(-c3cnn(-c4ccccc4)c3)c(C)oc2c(CN2CCCCC2)c1O	-23	-22	i	0.0	0.3%	3.6	1.1	7.9	.	.	.	.	i	12	i	2	.	.
CC(=O)Nc1cccc2c1C(=O)N(c1ccccc1C)C2=O	-8	-12	i	0.6	1.5%	4.9	4.2	3.9	0.06	1241	10	694	i	54	i	2	-0.1	1105
COc1cc(NC(=O)c2nn(C)c3c2CS(=O)(=O)c2ccccc2-3)cc(OC)c1	.	.	i	2.2	1.3%	.	.	.	.	.	-4	737	i	5	.	.	.	.
COc1ccc(C(=O)NCc2nnc(SCC(=O)NCCc3ccccc3)o2)cc1	.	.	i	3.0	0.4%	.	.	.	.	.	-3	744	i	20	.	.	.	.
Nc1nc(=S)n(-c2ccccc2)[nH]1	-6	0	i	0.5	0.3%	3.1	2.4	8.7	0.15	1138	-2	793	i	47	i	0	-0.4	1062
CCOC(=O)c1ccc(NC(=S)NNC(=O)c2cc(-c3cccnc3)nc3ccccc23)cc1	.	.	i	0.4	0.4%	.	.	.	.	.	0	843	i	79	.	.	.	.
Cn1cccc1CC(=O)NNC(=S)Nc1ccccc1Cl	7	-7	i	0.2	-0.7%	2.7	2.7	7.3	-0.66	1337	8	724	i	54	i	15	.	.
CCC(=O)N1c2ccc(S(=O)(=O)CCC(=O)N3CCN(c4ccccc4F)CC3)cc2CC1C (stereo unspecified)	.	.	i	2.5	-1.1%	.	.	.	.	.	0	753	i	44	.	.	.	.
Cc1cc(C(=O)NCc2cc(F)cc3c2OCOC3)nn1C	.	.	i	0.8	0.2%	.	.	.	-0.64	1467	-5	752	i	20	.	.	-0.3	1334
CCOC(=O)CSC1=C(C#N)C(=O)NC(c2ccc(OC)c(OC)c2)S1 (stereo unspecified)	-16	-10	i	0.5	0.0%	2.2	1.8	5.3	0.24	1588	.	.	i	40	i	1	2.5	1391
CNc1ncc(C(=O)c2ccc(Cl)cc2)s1	14	-5	i	0.6	0.4%	2.5	2.3	8.8	.	.	.	.	i	17	i	39	.	.
Cc1nc(C)c(C(=O)O)s1	.	.	i	0.5	0.1%	.	.	.	0.42	1123	-15	700	i	47	.	.	-0.8	1292
CN(C)c1ccc(C(=O)N2CCN(c3cc(C(F)(F)F)nc4ccccc34)CC2)cc1	.	.	i	0.4	0.1%	.	.	.	.	.	-3	786	i	22	.	.	-0.5	1395
O=S(=O)(Cc1ccccc1)Nc1ccccc1	.	.	i	0.4	-0.9%	.	.	.	.	.	10	798	i	52	.	.	.	.
Cc1ccc(F)cc1NC(=O)CSc1nc(Nc2ccccc2)nc(N2CCOCC2)n1	.	.	+	10*	-0.9%	.	.	.	.	.	-25	684	i	61	.	.	.	.
c1ccc(-c2nc(Sc3ncnc4c3cnn4-c3ccccc3)n[nH]2)cc1	23	-12	.	.	.	5.6	1.5	4.2	0.66	1583	.	.	i	4	i	0	-1.6	934
Cc1oc(-c2ccc3c(c2)OCCO3)cc1C(=O)NC(Cc1ccccc1)C(=O)O (stereo unspecified)	0	2	i	0.2	0.1%	5.6	2.0	7.4	-0.42	1412	-4	639	i	58	i	-29	-1.1	1170
COc1cccc(/C(C)=N/N=C(\C)c2cccc(OC)c2)c1	.	.	i	1.0	0.2%	.	.	.	.	.	-3	790	i	43	.	.	.	.

Single records, as listed above. Values in the order: WT yeast gro inh	WT yeast gro inh mutant strain	Myeloid diff 2	Myeloid diff 2 GFP+ MAC1+ %	West Nile antiviral	MT stabilize HCS	MT stabilize HCS Hoechst-high %	MT stabilize HCS cytotoxicity %	Insulin prom up	Insulin prom up cell count	Hep lipid drop	Hep lipid drop cells 6.5 µM	T cell HTS	T cell HTS vesicle-bound %	Autophagy HCS	Autophagy HCS cell loss 18 h	bCat nuc transl	bCat nuc transl cell count 5 µM
`CCOC(=O)CSC1=C(C#N)C(=O)NC(c2ccc(OC)c(OC)c2)S1` (stereo unspecified) reads -16	-10	i	0.5	0.0%	2.2	1.8	5.3	0.24	1588	.	.	i	40	i	1	2.5	1391
`CCC(=O)N1c2ccc(S(=O)(=O)CCC(=O)N3CCN(c4ccccc4F)CC3)cc2CC1C` (stereo unspecified) reads .	.	i	2.5	-1.1%	.	.	.	.	.	0	753	i	44	.	.	.	.
`CNc1ncc(C(=O)c2ccc(Cl)cc2)s1` reads 14	-5	i	0.6	0.4%	2.5	2.3	8.8	.	.	.	.	i	17	i	39	.	.

Back to the main list; the 4 compounds before the break are reprinted first.
SMILES	WT yeast gro inh	WT yeast gro inh mutant strain	Myeloid diff 2	Myeloid diff 2 GFP+ MAC1+ %	West Nile antiviral	MT stabilize HCS	MT stabilize HCS Hoechst-high %	MT stabilize HCS cytotoxicity %	Insulin prom up	Insulin prom up cell count	Hep lipid drop	Hep lipid drop cells 6.5 µM	T cell HTS	T cell HTS vesicle-bound %	Autophagy HCS	Autophagy HCS cell loss 18 h	bCat nuc transl	bCat nuc transl cell count 5 µM
Cc1ccc(F)cc1NC(=O)CSc1nc(Nc2ccccc2)nc(N2CCOCC2)n1	.	.	+	10*	-0.9%	.	.	.	.	.	-25	684	i	61	.	.	.	.
c1ccc(-c2nc(Sc3ncnc4c3cnn4-c3ccccc3)n[nH]2)cc1	23	-12	.	.	.	5.6	1.5	4.2	0.66	1583	.	.	i	4	i	0	-1.6	934
Cc1oc(-c2ccc3c(c2)OCCO3)cc1C(=O)NC(Cc1ccccc1)C(=O)O (stereo unspecified)	0	2	i	0.2	0.1%	5.6	2.0	7.4	-0.42	1412	-4	639	i	58	i	-29	-1.1	1170
COc1cccc(/C(C)=N/N=C(\C)c2cccc(OC)c2)c1	.	.	i	1.0	0.2%	.	.	.	.	.	-3	790	i	43	.	.	.	.
COc1ccc(/C=N/NC(=O)CNc2c(Br)cc(C)cc2Br)c(C(=O)O)c1OC	-3	-4	i	0.1	-0.8%	6.1	1.8	6.3	0.48	1138	1	659	i	59	i	-1	0.5	1035
O=C(Nc1cc(Cl)ccc1Cl)c1cc(-c2ccco2)on1	.	.	i	0.7	1.1%	.	.	.	.	.	10	772	i	30	.	.	.	.
CCOC(=O)c1cc(-c2ccc(C)cc2)nc2nc(SC)[nH]c(=O)c12	-14	-19	i	0.0	2.1%	1.7	3.5	7.0	-0.23	1207	104*	640*	i	12	i	-14	0.1	884
CC(=O)c1sc(NC(=O)COc2ccc(C)c(C)c2)nc1C	-16	4	i	1.0	-0.1%	2.7	1.6	3.5	0.29	1117	-11	678	i	6	i	14	2.8	465
CCN(CC)CCn1c(SCC(=O)NCCC2=CCCCC2)nc2c(sc3ccccc32)c1=O	32	23	i	0.0	-0.5%	2.1	4.5	6.5	-0.82	1209	4	719	i	9	i	4	-2.1	1089
O=C(CCNc1ccccc1)c1cccc([N+](=O)[O-])c1	8	1	i	1.9	.	2.0	1.8	4.0	0.03	1485	.	.	i	13	i	-2	-0.9	1464
CCc1cccc2c(C(=O)CSc3nncn3-c3ccc(OC)cc3)c[nH]c12	-10	1	i	0.2	-1.2%	2.0	2.0	4.6	0.75	1328	9	575	i	56	i	4	.	.
O=C(CCC(=O)Nc1nnc(C2CCCCC2)s1)NCc1ccc(F)cc1	.	.	i	0.3	0.3%	.	.	.	.	.	16	769	i	50	.	.	.	.
N#C/C(=C/Nc1ccccc1C(=O)O)C(N)=O	.	.	i	0.8	0.1%	.	.	.	-0.15	1038	-8	703	i	25	.	.	0.5	1296
Brc1ccc(CNc2nc3ccccc3n2CCN2CCCCC2)cc1	.	.	i	0.1	-1.2%	.	.	.	-0.39	1108	8	740	i	29	.	.	1.0	1274
O=C(/C=C/c1cn(-c2ccccc2)nc1-c1cccnc1)NCCN1CCOCC1	-29	-15	i	0.9	-0.2%	3.0	3.3	12	0.38	1346	9	630	i	30	i	7	-2.6	1063
CCOC(=O)CSc1nnc(-c2ccccc2OC)o1	11	-9	i	6.5	0.4%	2.4	0.3	23	0.41	1330	16	781	i	29	i	5	-0.8	1115

Compound activity from PubChem.
